# Pin1 inh: human Pin1 inhibition. 0.009% of 390,000 active. Q13526. Pin1 FP peptide displacement, HiFluor488, 10 min. Potency, µM (series often up to 115 µM), without a hit: at the highest dose activity, negative = inhibition, usual class: inhibitors. AID 504891; active = well fitted inhibition curve with a large enough effect in the polarisation, with a control signal flat, not every such curve was filed as active; inconclusive = small, poorly fitted or top-dose-only effect, or effect the other way, or a change in a side signal; inactive = no such curve, though single readings can be large or run the other way; the % refers to the polarisation; note: potency is the fitted concentration of half-maximal effect; % is set by controls: 0 for no effect and ±100 for the full control effect
# Target sequence (Q13526 whole entry, looked up): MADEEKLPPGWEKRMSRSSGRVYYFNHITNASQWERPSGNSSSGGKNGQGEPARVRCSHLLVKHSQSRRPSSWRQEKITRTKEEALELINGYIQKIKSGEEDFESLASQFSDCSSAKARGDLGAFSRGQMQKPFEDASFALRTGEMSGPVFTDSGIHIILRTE
# TrxR1 inh: inhibitors of rat thioredoxin reductase 1; recombinant rTrxR1, NADPH fluorescence consumption, selenite substrate; Potency, µM (top dose mostly 114 µM), for the others: top-dose activity change, negative = inhibition, usual class: inhibitors; 1% of 390,000 active; note: potency is the fitted concentration of half-maximal effect; % is set by controls: 0 for no effect and ±100 for the full control effect; nearly all actives have a fitted effect of over 65% in size
#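 Rat TrxR1 (90 nM in the dispensed reagent) was pre-reduced with 400 uM NADPH for 5 min at room temperature, then incubated with compound for 15 min. After 400 uM selenite was added, NADPH fluorescence (Ex 340/Em 450 nm) was followed for 8 min.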
# HP1b binding inh: inhibitors of HP1-beta chromodomain binding to methylated histone tails; Potency, µM (top dose mostly 114 µM), for the others: top-dose activity change, negative = inhibition, actives largely listed as inhibitors; P83916; 0.56% of 390,000 active; AlphaScreen HP1-beta / biotin-H3K9me3 peptide binding; AID 540317; note: potency is the fitted concentration of half-maximal effect; nearly all actives have a fitted effect of over 70% in size; inactives centre near 23
# Target sequence (P83916 whole entry, looked up): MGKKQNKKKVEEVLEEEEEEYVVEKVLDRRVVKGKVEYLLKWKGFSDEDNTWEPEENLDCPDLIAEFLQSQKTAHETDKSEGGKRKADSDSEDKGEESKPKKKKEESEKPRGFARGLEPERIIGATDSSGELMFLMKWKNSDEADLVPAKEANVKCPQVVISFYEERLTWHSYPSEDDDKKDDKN
#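 HP1-beta protein (50 nM final) preincubated 30 min at room temperature with biotinylated H3(1-18)K9me3 peptide (50 nM) in PBS pH 7.4, 0.01% Tween-20, then compound added for 30 min. AlphaScreen streptavidin donor/nickel chelate acceptor beads (10 ug/mL final), 30 min dark, luminescence read.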
# USP1-UAF1 inh: USP1/UAF1 (human) deubiquitinase inhibition | O94782 | recombinant USP1/UAF1, Ub-Rhodamine cleavage fluorescence | AID 743255 | Potency, µM (doses to about 57.1 µM), for the others: top-dose activity change, negative = inhibition, most hits filed as inhibitors | 0.23% of 390,000 active; note: potency is the fitted concentration of half-maximal effect; % is set by controls: 0 for no effect and ±100 for the full control effect; nearly all actives have a fitted effect of over 60% in size; inactives centre near -12
#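 USP1/UAF1 complex at 1 nM was preincubated with compound for 15 min at room temperature, then Ub-Rho substrate (150nM final) was added. Fluorescence (480/540 nm) was read kinetically, 6 reads every 60 seconds.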
# GLS inh: blocks human kidney-isoform glutaminase activity; GLS enzymatic activity, qHTS titration; 0.21% of 410,000 active; Potency, µM (top dose mostly 45.5 µM), for inactives: top-dose activity change, negative = inhibition, usual class: inhibitors; note: potency is the fitted concentration of half-maximal effect; % is set by controls: 0 for no effect and ±100 for the full control effect
# Target sequence (O94925 whole entry, looked up, canonical isoform): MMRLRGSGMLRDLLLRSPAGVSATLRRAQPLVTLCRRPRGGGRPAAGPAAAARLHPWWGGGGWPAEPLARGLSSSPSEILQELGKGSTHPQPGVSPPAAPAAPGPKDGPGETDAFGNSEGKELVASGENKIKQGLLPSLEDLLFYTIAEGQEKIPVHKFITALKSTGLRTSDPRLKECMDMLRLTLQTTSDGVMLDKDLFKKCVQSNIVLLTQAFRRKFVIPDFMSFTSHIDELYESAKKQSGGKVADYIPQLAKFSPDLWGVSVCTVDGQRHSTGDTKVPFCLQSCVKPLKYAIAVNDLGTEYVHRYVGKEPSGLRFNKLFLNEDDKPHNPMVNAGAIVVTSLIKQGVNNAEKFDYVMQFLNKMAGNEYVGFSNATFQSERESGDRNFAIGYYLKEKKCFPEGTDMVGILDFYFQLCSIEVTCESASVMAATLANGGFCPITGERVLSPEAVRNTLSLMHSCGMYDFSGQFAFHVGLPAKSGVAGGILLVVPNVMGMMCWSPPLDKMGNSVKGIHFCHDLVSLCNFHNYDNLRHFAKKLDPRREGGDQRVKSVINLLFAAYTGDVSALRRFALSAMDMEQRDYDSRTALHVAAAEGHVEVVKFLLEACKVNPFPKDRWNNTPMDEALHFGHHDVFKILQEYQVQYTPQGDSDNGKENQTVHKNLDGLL
#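 Read-out is an Amplex red fluorescence increase coupled through glutamate oxidase and HRP, measured before and after 30 min room-temperature incubation. hKGA is in 45 mM KH2PO4 (pH 8.2) with 0.02% Tween-20; glutamine added as 1mM solution.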
# PGK inhibitor: inhibitors of T. brucei phosphoglycerate kinase; P07378; PGK/GAPDH coupled, Kinase-Glo luminescence, 60 min; Potency, µM (top dose mostly 57.5 µM), for the others: at the top dose activity change, negative = inhibition, actives largely listed as inhibitors; 0.043% of 380,000 active; AID 602233; note: potency is the fitted concentration of half-maximal effect; % is set by controls: 0 for no effect and ±100 for the full control effect; nearly all actives have a fitted effect of over 60% in size
#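 Luminescent ATP detection (Kinase-Glo Plus) follows a 60-minute room-temperature incubation, with wells lacking PGK as controls. Buffer: 100 mM TEA (pH 7.6), 5 mM MgCl2, 0.01% Tween-20. Coupling enzyme GAPDH (100 nM final) supplies unstable 1,3-BPG in-well.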
# TrxR1 substrate: rat thioredoxin reductase 1 substrate activity. O89049. purified TrxR1 substrate turnover, NADPH consumption readout. Potency, µM (series often up to 114 µM), without a hit: at the highest dose activity change, negative = substrate turnover. 0.01% of 390,000 active. AID 588456; note: potency is the fitted concentration of half-maximal effect; % is set by controls: 0 for no effect and ±100 for the full control effect; nearly all actives have a fitted effect of over 50% in size
#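 Rat TrxR1, dispensed at 90 nM, was prereduced with 400 uM NADPH (final) for 5 min at ~22 deg C, then incubated with compound 15 min before 400 uM selenite. A first-read NADPH fluorescence drop versus no-compound background flagged substrates.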
# PI4K2A inh: PI4K2A (human) kinase inhibition; AID 1346378; activity change, negative = inhibition, % at 76.9 µM; purified PI4K2A, ADP-Glo luminescence, 1 h; active compounds read low; 0.13% of 420,000 active; Q9BTU6; in the data active = activity change below about -50%; inconclusive = mostly about -30% to -49%;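 note: -100% = wells without enzyme as full effect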
#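 Compounds are screened against recombinant PI4K2A using PI as substrate and ATP, the latter dispensed at 300 microM. Reactions run one hour at ambient temperature before ADP-Glo detection; full inhibition defined by wells lacking enzyme.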
# mIDH1 inhibitor: inhibitors of human mutant IDH1 R132H; O75874; IDH1-R132H enzyme, NADPH consumption, diaphorase/resazurin fluorescence; Potency, µM (titrated, usually from 76.6 µM), for inactives: top-dose activity change, negative = inhibition, hits mostly inhibitors; 0.093% of 390,000 active; note: potency is the fitted concentration of half-maximal effect; % is set by controls: 0 for no effect and ±100 for the full control effect; nearly all actives have a fitted effect of over 65% in size
#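 IDH1-R132H (0.5 ug/mL dispensed) in pH 7.5 Tris buffer was preincubated 30 min with compound, then given a substrate mix of 0.016 mM NADPH and 2 mM alpha-KG for 80 min at room temperature; remaining NADPH was read by diaphorase/resazurin fluorescence.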
# Starred values were filed as active, the others as inactive; i = inactive; ? = inconclusive; . = no result given; & = joins results of further samples; [ ] = dose if it differs, or a comment. Unless noted, calls come from the whole dose curve; as a rule, active = well fitted curve in the direction sought with a large enough effect; inconclusive = small, poorly fitted or top-dose-only effect, or another doubt; inactive = no such curve, though single readings can be large; an effect the other way counts as inactive or inconclusive. Some of the compounds tested (hit frequency here may not be typical).
SMILES,Pin1 inh,TrxR1 inh,HP1b binding inh,USP1-UAF1 inh,GLS inh,PGK inhibitor,TrxR1 substrate,PI4K2A inh,mIDH1 inhibitor
Cc1ccc(Cn2ncc3c(N4CCN(CC#N)CC4)ncnc32)cc1,0%,-3%[57.1 µM],18%,-8%,39%[activator],1%,1%[57.1 µM],-1,1%
Cc1nn(C(C)C(=O)NCCc2cccs2)c(=O)c2nn(-c3ccccc3)c(C)c12 (centres undefined),-1%,5%,17%[57 µM],-6%,-1%,-7%,1%,-11,1%
CCOC(=O)C1CCCCN1Cc1ccc(OC)c(OC)c1 (centres undefined),10%,11%,?,-6%,12%,2%,2%,7,-10%
Cc1ccc2oc(C(=O)NCc3ccc4c(c3)OCO4)c(C)c2c1,-6%,15%[57.1 µM],52%[activator],-20%,-7%,0%,8%[57.1 µM],-3,3%
C[C@H](O)C#Cc1cnc2c(c1)C(=O)N([C@H](C)CO)C[C@@H](C)[C@H](CN(C)C(=O)Nc1ccc(C(F)(F)F)cc1)O2,.,.,.,-15%,-4%,-3%,.,-1,0%
Cc1nc(SCC(O)CCl)c([N+](=O)[O-])[nH]1 (centres undefined),4%,7%,13%,-11%,2%,-2%,-2%,-9,4%
COc1ccc(Cl)cc1NC(=O)CN1C(=O)COc2ccc(S(=O)(=O)NC3CCCC3)cc21,34%[activator],20%,16%,-12%,-8%,-10%,-6%,7,-1%
Cc1ccc(S(=O)(=O)N(C)c2c(C)ccc(S(N)(=O)=O)c2C)cc1,0%,8%[57.1 µM],51%[activator],-1%,-1%,5%,12%[57.1 µM],-10,10%
Cc1c(C)n(C)c2ccc(C(=O)NCCCN3CCCC3)cc12,2%,-2%,-5%,-25%,10%,-7%,3%,-3,-1%
O=C1COc2ccc(S(=O)(=O)NCc3ccc(Cl)cc3)cc2N1,-1%,23%,37%,-12%,-1%,9%,6%,-3,1%
CCCC(=O)Nc1ccc2nc(C)n(Cc3ccccc3Cl)c(=O)c2c1,2%,18%,7%,-2%,0%,-4%,-3%,5,-4%
COc1cc2c3c(c1)c(N=NC(N)=S)c(O)n3C(C)(C)C=C2C,-6%,2%,6%,1%,14%,-2%,-1%,-11,-2%
Cc1cccc(NC(=O)CN2CCN(C(=O)CNC(=O)c3ccc(-c4ccccc4)cc3)CC2)c1C,.,.,.,-4%,0%,i,.,-6,5%
CN(CC(=O)NC(=O)Nc1ccccc1F)Cc1ccccc1F,-10%,4%,75%[activator],-24%,-10%,i,-6%,-4,5%
O=C(COC(=O)C1CC2C=CC1C2)Nc1ccc2c(c1)OC(F)(F)O2 (centres undefined),5%,15%,30%,-23%,-8%,6%,0%,1,0%
O=C(CCCc1c[nH]c2ccccc12)Nc1ncccc1O,1%,27%,14%,-9%,17%,-10%,0%,3,0%
COCCCn1c(SCc2cccc(OC)c2)nc2cc(OC)c(OC)cc2c1=N,2%,2%,8%,-17%,1%,-1%,-3%,0,18%
CN(C(=O)C=Cc1ccco1)c1ccccc1,-3%,-3%[11.4 µM],15%,-8%,0%,-7%,4%[11.4 µM],-1,3%
COc1ccc(NC(=S)N/N=C2\CC(C)(C)Oc3ccc(O)cc32)cc1,-7%,2%,-7%,-20%,12%,-2%,0%,4,14%
CCOc1ccccc1NC(=O)Cn1c(=O)oc2cc(S(=O)(=O)NCc3ccccc3)ccc21,4%,22%[57.1 µM],20%,?,12%,19%,2%[57.1 µM],-4,-17%
CCn1c(C(O)c2cc(OC)ccc2OC)nc2ccccc21 (centres undefined),-3%,-15%[57.1 µM],23%,-22%,4%,0%,-9%[57.1 µM],-1,20%
O=C(CSc1nccn1Cc1ccc(F)cc1)NC1CCCC1,3%&0%,-11%,21%,?,-1%&-2%,-11%,-7%,-1&-5,9%&5%
O=C(COC(=O)/C=C/c1ccccc1[N+](=O)[O-])Nc1ccc(OC(F)F)cc1,-5%,8%[0.457 µM],21%,-16%,10%,-4%,-10%,0,0%
COc1cccc(NC(=O)CN(C)C(=O)CC2Sc3ccccc3NC2=O)c1 (centres undefined),-4%,-2%,17%,-13%,15%,2%,-5%,3,6%
Cc1ccc(NC2=C(Cl)C(=O)OC2OC(=O)c2ccco2)cc1C (centres undefined),2%,-15%,30%,-12%,9%,-3%,-6%,8,5%
COc1ccc(OC)c(/C=N/NC(=O)c2cccc3ccccc23)c1,-2%,7%[57.1 µM],17%,-11%,-6%,23%,42%,4,0%
CCCCCCC#Cc1cncc(C(=O)NNC(=O)Nc2cc(Cl)cc(Cl)c2)c1,0%,21%[57.1 µM],23%,-17%,2%,i,7%,-23,2%
O=C(c1ccc(-n2cnnn2)cc1)N1CCN(C(c2ccccc2)c2ccccc2)CC1,?,6%[57.1 µM],1%,-17%,7%,-3%,12%[57.1 µM],-6,1%
Cc1ccc(C)c(C(=O)COC(=O)c2n[nH]c3ccccc23)c1,-1%,3%[57.1 µM],16%,-21%,-23%,-7%,-9%,0,11%
NC(=O)COC(=O)c1cccc2c1-c1ccccc1C2=O,0%,0%,18%,-24%,-9%,i,-7%,1,-6%
COc1ccc(-c2nnc(NC(=O)C(C)C)o2)cc1,0%,28%,47%[activator],-2%,-1%,-9%,5%,-3,8%
CC(=O)Nc1ccc(OCc2cnc(Cl)s2)cc1,3%,31%[57.1 µM],22%,?,-3%,11%,7%[57.1 µM],1,7%
CSc1ccccc1NC(=O)CN(C)C(=O)c1c(C)nn(Cc2ccccc2)c1C,-7%,-2%,6%,-13%,20%,2%,-5%,2,5%
Cc1ccc(C2=NNC3(CCOC(C)(C)C3)S2)cc1 (centres undefined),-6%,9%,-30%,-25%,-5%,i,5%,1,14%
O=S(=O)(Nc1nnc(C2CCCCC2)s1)c1ccc(F)cc1,-13%,19%,-6%,-23%,19%,-8%,5%,-4,1%
O=C(COc1ccc(F)cc1Cl)N(Cc1nnc(-c2ccccc2Cl)o1)C1CC1,0%,15%,31%,-3%,7%,-5%,-1%,-1,8%
Cc1ccc(-c2nc3ncccc3o2)cc1NC(=O)Cc1ccc(Cl)cc1,-1%,8%,59%[activator],-16%,-9%,10%,3%,0,2%
Cc1cccc(N2CCN(C(=O)Cn3c(=O)c4cccn4c4ccc(F)cc43)CC2)c1C,3%,16%,24%,4%,-7%,-6%,2%,0,-2%
CCC(=O)OCC(=O)Nc1cc(C)c(C)cc1[N+](=O)[O-],0%,6%,-18%,-26%,3%,i,-2%,-5,3%
Cc1cccc(NC(=O)NNC(=O)COc2ccc([N+](=O)[O-])cc2)c1C,-1%,-12%,27%,-15%,5%,-1%,-12%,3,7%
S=c1[nH]nc(-c2ccccn2)n1/N=C/c1c(Cl)cccc1Cl,-9%,-13%[57.1 µM],-18%,-7%,-31%,-2%,8%[57.1 µM],-6,7%
Cc1cc(SCC(=O)Nc2ccc(O)cc2)n2nc(C)c(-c3ccccc3)c2n1,0%,9%,-12%,-10%,-22%,1%,-4%,1,-11%
O=C(CCN=C1NS(=O)(=O)c2ccccc21)OCC(=O)c1ccccc1,3%,-17%,18%,6%,14%,9%,-6%,-9,-4%
Cc1ccc2oc(C(=O)Nc3ccc(S(=O)(=O)N4CCCCC4C)cc3)cc(=O)c2c1 (centres undefined),6%,12%,31%,-9%,0%,1%,7%,2,7%
COc1ccc(NC(=O)C2CCCN2C(=O)OCc2ccccc2)cc1 (centres undefined),-14%,13%,1%,-17%,-12%,-1%,4%,4,-2%

# Some values from the list:
# Cc1cccc(NC(=O)NNC(=O)COc2ccc([N+](=O)[O-])cc2)c1C @ GLS inh: 5%
# O=C(CCN=C1NS(=O)(=O)c2ccccc21)OCC(=O)c1ccccc1 @ HP1b binding inh: 18%

# The listing continues.
SMILES,Pin1 inh,TrxR1 inh,HP1b binding inh,USP1-UAF1 inh,GLS inh,PGK inhibitor,TrxR1 substrate,PI4K2A inh,mIDH1 inhibitor
O=C(CSc1c(Cl)cccc1Cl)N1CCC(c2nc3ccccc3s2)CC1,7%,4%[57.1 µM],-4%,-14%,10%,-8%,1%[57.1 µM],-4,0%
O=C(Cn1ccsc1=NC(=O)C(F)(F)F)c1ccccc1,-5%,20%[57.1 µM],42%[activator],-14%,3%,i,1%[57.1 µM],4,9%
Cc1nnc(SCC(=O)N2CC(=O)Nc3ccccc32)n1-c1ccccc1,0%,34%[57.1 µM],28%,-2%,-2%,i,8%[57.1 µM],-2,3%
COc1cccc2c1C(=O)c1c(O)c3c(c(O)c1C2=O)C[C@@](O)(C(C)=O)C[C@@H]3O[C@H]1C[C@H](N)[C@H](O)[C@H](C)O1,?,1%,-16%,5.6µM*,0%&12%,-10%,-4%,-16&-7,12%
CCOC(=O)C1CCN(Cc2ccc(F)cc2)CC1,8%,12%,?,-4%,1%,-11%,6%,6,8%
Cc1ccc(C(=O)OCC(=O)NCCN2C(=O)CSC2=O)cc1[N+](=O)[O-],11%,3%,18%,0%,3%,5%,-6%,-3,-21%
COC(=O)C1NC(=O)N2C(C(=O)OC)C(C)(C)S[C@H]12 (some centres undefined),-3%,-13%[57.1 µM],17%,-24%,-1%,5%,0%[57.1 µM],1,-6%
Cc1cc(C)c(S(=O)(=O)Nc2ccc3oc4c(c3c2)CCCC4)cc1C,-2%,25%,17%,-20%,-3%,-4%,0%,3,0%

# High-throughput results from PubChem.
